Pf growth 48h: Primary qHTS for delayed death inhibitors of the malarial parasite plastid, 48 hour incubation | P. falciparum luciferase growth in erythrocytes, 48 h | Potency, µM (series often up to 28.7 µM), for the others: top-dose activity change, negative = inhibition, actives largely listed as inhibitors | actives 5.9% (n = 310,000) | AID 504832, 2011; also: potency is read from the fitted curve at half-maximal effect; % is scaled to controls: 0 for no effect and ±100 for the full control effect
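Cell-based growth assay: transgenic P. falciparum expressing firefly luciferase, cultured in red cells within RPMI 1640 containing 0.5% w/v Albumax, 24 mM bicarbonate and gentamycin. A drop in luciferase activity indicates inhibition.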
Pf growth 96h: Primary qHTS for delayed death inhibitors of the malarial parasite plastid, 96 hour incubation | P. falciparum luciferase reporter growth, 96 h | Potency, µM (highest dose often 28.7 µM), inactives show at the top dose activity change, negative = inhibition, usual class: inhibitors | actives 6.9% (n = 320,000) | AID 504834, 2011; also: potency is read from the fitted curve at half-maximal effect; % is scaled to controls: 0 for no effect and ±100 for the full control effect
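Erythrocytes infected with luciferase-expressing P. falciparum were dispensed at 2% hematocrit and 0.05% parasitemia (final), then incubated with compounds 96 hours at 37 C in 5% CO2. Luminescence after detection reagent addition reported growth.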
Giardia FBPA inh: qHTS Assay for Inhibitors of Fructose-1,6-bisphosphate Aldolase from Giardia Lamblia | actives 0.71% (n = 290,000) | A8B2U2 | Potency, µM (series often up to 59.6 µM), without a hit: at the highest dose activity, negative = inhibition, actives largely listed as inhibitors | purified Giardia FBPA; also: potency is read from the fitted curve at half-maximal effect; % is scaled to controls: 0 for no effect and ±100 for the full control effect; nearly all actives have a fitted effect of over 55% in size
Target sequence (A8B2U2 whole entry, looked up): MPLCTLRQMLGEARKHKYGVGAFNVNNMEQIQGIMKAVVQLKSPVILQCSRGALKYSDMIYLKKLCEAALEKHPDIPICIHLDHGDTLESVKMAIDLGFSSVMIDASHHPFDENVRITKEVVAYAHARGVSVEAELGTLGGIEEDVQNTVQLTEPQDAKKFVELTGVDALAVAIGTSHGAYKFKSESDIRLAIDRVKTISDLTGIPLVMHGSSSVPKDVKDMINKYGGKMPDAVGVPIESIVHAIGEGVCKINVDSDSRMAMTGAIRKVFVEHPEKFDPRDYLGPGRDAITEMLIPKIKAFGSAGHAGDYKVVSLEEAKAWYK
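40 nM FBPA preincubated 10 min at RT with compound (up to 57.5 uM final), then substrate plus GAPDH/TPI/NAD/arsenate coupling and diaphorase/resazurin added. Fluorescence read after 20 min at RT, 525/598 nm.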
Cycloheximide cs: Cycloheximide Counterscreen for Small Molecule Inhibitors of Shiga Toxin | cell reporter, cycloheximide protein synthesis inhibition counterscreen | max response, % | actives 12% (n = 300,000) | AID 2314, 2010; in the data active = max response mostly above about 13%, no sharp cut-off; inactive = mostly below about 14%; also: read at 38.3 µM for the half of the compounds with a filed dose; 0% is about no effect
Shiga inhibitor: A qHTS for Small Molecule Inhibitors of Shiga Toxin; inhibition, % at 38.7 µM; Vero cells, Shiga toxin protein synthesis inhibition reporter; actives 9.2% (n = 290,000); in the data active = inhibition mostly above about 28%, no sharp cut-off; inactive = mostly below about 43%; also: 0% is about no effect
Sm TGR inh: qHTS Assay for the Inhibitors of Schistosoma Mansoni Peroxiredoxins. Schistosoma mansoni thioredoxin glutathione reductase (TGR), Q962Y6. Potency, µM (top dose mostly 114 µM), without a hit: top-dose activity change, negative = inhibition, most hits filed as inhibitors. actives 3% (n = 360,000). purified TGR, DTNB reduction, TNB absorbance 405 nm. AID 485364, 2010; also: potency is read from the fitted curve at half-maximal effect; % is scaled to controls: 0 for no effect and ±100 for the full control effect; nearly all actives have a fitted effect of over 60% in size
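First, TGR (20 nM dispensed) and NADPH were mixed with compound. Second, a 15 min room-temperature incubation followed. Third, further NADPH and then DTNB were added to start the reaction. Finally, TNB absorbance was monitored kinetically.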
* = called active by the depositor; ? = inconclusive; . = no result given; [ ] = another dose, or the depositor's remark. Unless noted, calls follow the shape of the dose curve; as a rule, active = well fitted curve in the direction sought with a large enough effect; inconclusive = small, poorly fitted or top-dose-only effect, or another doubt; inactive = no such curve, though single readings can be large; an effect the other way counts as inactive or inconclusive.

SMILES	Pf growth 48h	Pf growth 96h	Giardia FBPA inh	Cycloheximide cs	Shiga inhibitor	Sm TGR inh
Cc1onc(-c2ccccc2Cl)c1C(=O)Nc1cccc2nsnc12	-3%	29%	2%	-3	-3	5%
Cc1nc(-c2cccc(NC(=O)C(C)Oc3ccccc3)c2)cs1 (configuration not stated)	-10%	-12%	.	17	14	19%
CCOC(=O)[C@@H]1[C@H]2COc3ccc(Br)cc3[C@@H]2N2C(=O)N(c3ccc(C(F)(F)F)cc3)C(=O)[C@@]12C	?	9.3µM*	-7%	-3	1	-12%
O=C(O)CCCC(=O)Nc1nc(-c2ccccc2)cs1	13%	2%	16%	-3	-10	-3%
CC1CCc2c(sc(NC(=O)COC(=O)c3ccc(O)cc3)c2C#N)C1 (configuration not stated)	15%	42%[activator]	-10%	14	10	-9%
CN(C(=O)c1ccc(Cl)nc1)C1(c2ccccc2Cl)CCCCC1=O (configuration not stated)	2%	-3%	-1%	-1	-8	11%
O=C(NCCc1ccc(Cl)cc1)C1CCC(=O)N1C1CCCC1 (configuration not stated)	49%[activator]	2%	5%	-6	-20	6%
COc1cccc(CNC(=O)c2cc(C)nc3ccccc23)c1	-22%	2%	9%	-3	-3	-3%
Cc1sc(NC(=O)C2=COCCO2)c(C#N)c1C	83%[activator]	126%[activator]	.	.	.	?
CC(Sc1nncs1)C(=O)NCC(=O)Nc1ccc(F)c(F)c1F (configuration not stated)	-22%	18%	0%	-3	20	-11%
Cc1sc2nc(CSc3nnnn3-c3ccc(Cl)cc3)[nH]c(=O)c2c1C	3%	?	-10%	0	-6	-11%
CCOC(=O)N1CCC(NC(=O)CC(NS(=O)(=O)c2ccc(C)cc2)c2ccco2)CC1 (configuration not stated)	-7%	62%	9%	-3	-5	-10%
CC(=O)NC1C(=O)Nc2c1cccc2C(F)(F)F (configuration not stated)	9%	.	-13%	-2	19	8%
CCOc1ccccc1NC(=O)Nc1ccc(Cl)cc1	?	?	-12%	76*	41*	-6%
O=c1ccc2cc(S(=O)(=O)N3CCN(c4ccccc4)CC3)ccc2o1	-16%	.	8%	-5	-11	5%
CCCc1ccc(C#N)c(SC2CC(=O)N(c3ccc(OC)cc3)C2=O)n1 (configuration not stated)	25%	?	-10%	1	-26	?
O=C(O)C1CCCN(S(=O)(=O)c2ccccc2[N+](=O)[O-])C1 (configuration not stated)	3%	-8%	1%	-3	-1	-12%
Cc1cnc(C(=O)NC2CC(C)(C)Cc3c2cnn3-c2ccccc2)cn1 (configuration not stated)	47%[activator]	-9%	.	1	-8	-26%
Cc1cc(F)ccc1S(=O)(=O)Nc1nc2ccccc2nc1Cl	14%	54%[activator]	-3%	-1	19	?
CCOc1cc2nc3c4ccccc4n(C)c3nc2cc1OCC	-4%	41%[activator]	-15%	5	22	3%
Cc1ccc(Cn2nnc3c(=O)[nH]c(C4CCCN(C(=O)Nc5ccc(F)cc5F)C4)nc32)cc1 (configuration not stated)	?	?	-3%	-4	-12	-4%
Cn1c(SCC(=O)Nc2cc([N+](=O)[O-])ccc2F)nnc1C(F)(F)F	19%	18%	2%	-2	16	6%
Cc1ccc(Cn2c(CN3CCN(C(=O)c4ccco4)CC3)nc3c2c(=O)n(C)c(=O)n3C)cc1	2.1µM*	?	-2%	1	34	-50%
O=C(CCCN1C(=O)c2ccccc2C1=O)NCc1cccnc1	0%	14%	-4%	-2	-9	0%
Cn1c(=O)n(Cc2ccccc2)c(=O)c2c1nc1n2CCCN1CCc1ccccc1	.	3.3µM*	-4%	-9	-16	-1%
COC(=O)CSc1nc(NC(C)=O)nc(C)c1Br	10%	.	-5%	-2	-18	10%
C=C(C)c1cccc(C(C)(C)NC(=O)Nc2nnc(C(C)C)s2)c1	27%	12µM*	-8%	1	-1	-4%
CN(C)C(CNC(=O)c1ccc(NS(=O)(=O)c2ccc3[nH]c(=O)[nH]c3c2)cc1)c1ccccc1 (configuration not stated)	?	-20%	.	.	.	2%
Cc1ccccc1C1(CCN2CCCCC2)CCOC(C)(C)C1 (configuration not stated)	-12%	?	-4%	-3	-11	-14%
CC1CCC(NC(=O)N(CCCl)N=O)CC1 (configuration not stated)	5.4µM*	6.7µM*	-3%	.	.	.
C=CCn1c(Br)nc2c1c(=O)n(C)c(=O)n2C	24%	-3%[5.75 µM]	0%	-6	-2	3%
CCN(CC)c1ccc2c(-c3ccc(S(=O)(=O)O)cc3S(=O)(=O)[O-])c3ccc(=[N+](CC)CC)cc-3oc2c1	-1%	0%	?	-8	-2	-27%
CCNc1nc(N)c(C(=O)C23CC4CC(CC(C4)C2)C3)s1	-21%	?	2%	1	21	13%
COC(=O)C1=C(C(=O)OC)C(c2cc(Br)ccc2O)c2sc(=O)[nH]c2S1 (configuration not stated)	21%	?	-16%	1	-9	?
COc1ccccc1N1CCN(C2CCCN(C(=O)c3csc(C)n3)C2)CC1 (configuration not stated)	-3%	17%	.	-1	-5	-14%
CNC(=S)NNS(=O)(=O)c1ccc(OC)cc1OC	-4%	-20%	20µM*	7	-9	3%
Cc1ccc(S(=O)(=O)NCC(c2ccccc2)N2CCCCC2)cc1 (configuration not stated)	-5%	17%	4%	-3	-2	1%
CCCOc1nc2ccccc2cc1/C=C/C(=O)O	-27%	?	-7%	1	-2	-22%
CCCCC1CCC(C(=O)Nc2ccccc2N2CCOCC2)CC1 (configuration not stated)	15µM*	?	.	.	.	7%
Cc1ccc(NC(=O)COC(=O)/C=C/c2cccs2)cc1	17%	10%	1%	-1	-7	-8%
O=C(NCc1ccco1)c1ccc(NC(=O)C2COc3ccccc3O2)cc1 (configuration not stated)	?	.	0%	5	12	23%
CC(C)(C)c1csc(NC(=O)C2COc3ccccc3O2)n1 (configuration not stated)	38%[activator]	55%[activator]	.	42*	87*	2%
CC(C)CNc1nnnc2c1sc1nc(N3CCOCC3)c3c(c12)CCCC3	1.7µM*	1.3µM*	8%	-2	16	16%
N#Cc1c(C(F)(F)F)cc(-c2ccco2)nc1SCc1ccncc1	6%	6%[5.75 µM]	7%	-3	1	0%
CC(C)c1nc(SCC(=O)N2CC(=O)Nc3ccccc32)c2ccccc2n1	-18%	47%[activator]	-16%	-2	-17	.
COc1ccc(Cl)cc1NC(=O)CCN1C(=O)NC(C)(C)C1=O	30%[activator]	39%[activator]	.	.	.	-3%
CC/C(=N\NC(=O)c1ccccc1O)c1c(O)n(C2CCCCC2)c(=O)[nH]c1=O	?	12µM*	.	23*	52*	?
O=C1CC(C(=O)Nc2ccc(F)cc2)S/C(=N\N=C\c2ccco2)N1 (configuration not stated)	-13%	?	0%	-2	6	-7%

One compound at a time, as listed above. Screens in order: Pf growth 48h | Pf growth 96h | Giardia FBPA inh | Cycloheximide cs | Shiga inhibitor | Sm TGR inh
O=C1CC(C(=O)Nc2ccc(F)cc2)S/C(=N\N=C\c2ccco2)N1 (configuration not stated) as listed: -13% | ? | 0% | -2 | 6 | -7%
O=C(NCc1ccco1)c1ccc(NC(=O)C2COc3ccccc3O2)cc1 (configuration not stated) as listed: ? | . | 0% | 5 | 12 | 23%

Remaining list, next part
SMILES	Pf growth 48h	Pf growth 96h	Giardia FBPA inh	Cycloheximide cs	Shiga inhibitor	Sm TGR inh
COc1cccc(NC(=O)C/C(C)=N/NC(=O)c2ccccc2Cl)c1	3%	10%	-3%	25*	55*	-33%
CCOC(=O)c1c(C)oc2cc(Br)c(OC(=O)N3CCOCC3)cc12	-17%	?	7%	14	-13	15%
CN(C)C=C1C(=O)c2ccccc2C1=O	5%	.	-12%	27*	65*	-4%
Cc1ccc(NS(=O)(=O)c2c(C)[nH]c(C)c2C(=O)N2CCCCC2)cc1C	9%	?	-7%	-5	-8	-12%
Cc1cccc(CC2CC(=O)N(c3ccc([N+](=O)[O-])cc3)C2=O)c1 (configuration not stated)	0%	?	10%	-3	11	1%
COC(=O)c1sc2ccccc2c1NC(=O)c1ccc(S(=O)(=O)N2CCCCC2C)cc1 (configuration not stated)	15µM*	13µM*	-4%	-4	-16	9%
CCOC(=O)C(OC(=O)c1sc(=S)n(C)c1C)C(C)=O (configuration not stated)	-7%	14%	2%	1	-3	3%
COCCNC(=O)c1ccccc1NC(=O)Cc1ccccc1	1%	?	0%	2	-4	.
NNC(=O)c1c(O)c2cccc3c2n(c1=O)CCC3	0%	2%	1%	-1	-7	32µM*
Cc1ccc(-c2nnc(SCC(=O)OC(C)C)n2N)cc1	-15%	44%[activator]	0%	15	31	14%
O=C(CNc1ccccc1Cl)N/N=C1\CCCc2ccccc21	0%	0%	6%	2	-13	11%
Cc1cc(/C=C(\C#N)C(=O)NCc2ccco2)c(C)n1-c1cccnc1	-2%	0%	-6%	38*	72*	-3%
Cc1ccc(CN2CCC(CNS(=O)(=O)c3ccc(-c4ccc(=O)[nH]n4)s3)CC2)cc1	0%	-9%	.	-2	-5	?
Cc1cc(Nc2ccc3ccccc3c2)n2ncnc2n1	0.13µM*	-6%	-14%	21	46	-2%
COc1ccc(S(=O)(=O)N(C)CC(=O)Nc2ccc(F)cc2)cc1	?	-20%	-5%	2	-12	0%
Cc1c([N+](=O)[O-])c(N)nn1C	50%[activator]	70%[activator]	2%	-2	-12	-5%
COc1ccc(Nc2nc(C)cc(C)c2C(N)=O)cc1OC	2%	?	-18%	-3	-6	0%
Brc1ccc(Nc2c3c(nc4ncnn24)CCC3)cc1	0.59µM*	.	12%	-7	-3	-24%
CC(=O)c1ccc(NC(=O)CSc2nc(C3CC3)nc3ccccc23)cc1	?	-57%	0%	1	-6	9%
CCOC(=O)c1nc(NCc2ccccc2F)c2ccccc2n1	?	?	-3%	2	-3	1%
C(=N\Nc1nc2ccccc2[nH]1)/c1ccccc1	?	-22%	1%	49*	76*	-4%[57.1 µM]
CC(C)N1CCc2c(sc(NC(=O)c3ccc(C(=O)c4ccccc4)cc3)c2C(N)=O)C1	13µM*	?	.	5	-5	1%
O=C(NCCCN1CCOCC1)c1ccc(Sc2ccc(Br)cc2)c([N+](=O)[O-])c1	3%	15µM*	13%	-4	-2	-6%
Cc1ccc(-n2cc(CN3CCN(Cc4nccn4C)CC3)c(-c3ccc(F)cc3)n2)cc1	6.6µM*	?	4%	15*	57	0%

The list goes on; the last three above are carried over.
SMILES	Pf growth 48h	Pf growth 96h	Giardia FBPA inh	Cycloheximide cs	Shiga inhibitor	Sm TGR inh
CC(C)N1CCc2c(sc(NC(=O)c3ccc(C(=O)c4ccccc4)cc3)c2C(N)=O)C1	13µM*	?	.	5	-5	1%
O=C(NCCCN1CCOCC1)c1ccc(Sc2ccc(Br)cc2)c([N+](=O)[O-])c1	3%	15µM*	13%	-4	-2	-6%
Cc1ccc(-n2cc(CN3CCN(Cc4nccn4C)CC3)c(-c3ccc(F)cc3)n2)cc1	6.6µM*	?	4%	15*	57	0%
C=C(C)c1cccc(C(C)(C)NC(=O)Nc2ccc(C)cn2)c1	30%	?	5%	21*	63*	0%
CCN(CC)S(=O)(=O)c1ccc(C(=O)OCCNC(=O)c2cccnc2)cc1	?	?	-18%	-4	-12	8%
Cc1ccccc1CSCc1ccc(C(=O)NCCCN2CCOCC2)o1	18%	0%	5%	-4	-7	?
COc1ccc(-c2cc3ncc(-c4ccccc4)c(N)n3n2)cc1	211%[activator]	-48%	-8%	36*	61*	-3%
COc1ccc(OC)c(/C=C2\Oc3cc(OCC(=O)N4CC(O)C[C@H]4C(=O)O)ccc3C2=O)c1 (some centres not stated)	39%[activator]	-15%	17%	-4	-3	-21%

High-throughput results: PubChem BioAssay, National Center for Advancing Translational Sciences (NCATS)
